# NPC1 prom act: activators of NPC1 promoter; 2.4% of 320,000 active; AID 485313; Potency, µM (highest dose often 9.22 µM), for inactives: top-dose activation, most hits filed as activators; Huh7 NPC1 promoter luciferase reporter, 24 h;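 also: % of control where 0% means no effect; nearly all actives have a fitted effect of over 60% in size; reporter is driven by a mutant NPC1 promoter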
#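 Huh7 cells stably carrying NPC1 promoter–luciferase, plated in Opti-MEM with 10% FBS for 2 h, were exposed to compound in DMSO for 24 h at 37 °C; luciferase reagent was added for 10 min and luminescence read.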
# Gal4-VP16 FLuc: counter-screen for ROR gamma inhibitors: Gal4-VP16 reporter; 3.5% of 310,000 active; AID 2546; Drosophila S2 Gal4-VP16 UAS-luciferase, luminescence, 20 h; Potency, µM (series often up to 53.6 µM), for the others: at the top dose activity, negative = inhibition, most hits filed as inhibitors;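 also: Gal4-VP16 expression switched on by copper sulfate through the metallothionein promoter; % is scaled to controls: 0 for no effect and ±100 for the full control effect; nearly all actives have a fitted effect of over 50% in size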
# uPA surface inh: blocks generation of uPA at the cell surface. 0.31% of 330,000 active. cell surface uPA generation assay, qHTS. Potency, µM (series often up to 38.3 µM), without a hit: top-dose activity change, negative = inhibition, hits mostly inhibitors; active = well fitted inhibition curve with a large enough effect; inconclusive = small, poorly fitted or top-dose-only effect; inactive = no such curve, though single readings can be large or run the other way; tested in mouse RAW 264.7 cells; also: % is scaled to controls: 0 for no effect and ±100 for the full control effect; nearly all actives have a fitted effect of over 55% in size
# MBNL1-CUG inh: MBNL1-poly(CUG) RNA binding inhibition. Potency, µM (highest dose often 57.5 µM), for inactives: at the highest dose activity change, negative = inhibition, actives largely listed as inhibitors. 0.036% of 280,000 active. AID 2675. TR-FRET MBNL1-His/biotin-(CUG)12 binding, 665/545 ratio; active = well fitted inhibition curve with a large enough effect in the signal ratio, with a control signal flat, not every such curve was filed as active; inconclusive = small, poorly fitted or top-dose-only effect, or effect the other way, or a change in a side signal; inactive = no such curve, though single readings can be large or run the other way; the % refers to the signal ratio; also: % is scaled to controls: 0 for no effect and ±100 for the full control effect
#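 TR-FRET between His-tagged MBNL1 and biotin-(CUG)12 RNA, detected with Tb anti-His antibody (0.055 ng/ul) and streptavidin-XL665 (5 nM), 60 min at room temperature. Compounds titrated 92 nM to 58 uM; 665/545 nm ratio normalized to buffer and complex controls.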
# CXXC DNA block: MLL CXXC-DNA interaction inhibition | Q03164 | MLL-CXXC / FITC-HOXA9 DNA fluorescence polarization | Potency, µM (doses to about 115 µM), for inactives: top-dose activity change, negative = inhibition, usual class: inhibitors | 0.037% of 290,000 active | AID 2662; active = well fitted inhibition curve with a large enough effect in the polarisation, with a control signal flat, not every such curve was filed as active; inconclusive = small, poorly fitted or top-dose-only effect, or effect the other way, or a change in a side signal; inactive = no such curve, though single readings can be large or run the other way; the % refers to the polarisation
#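 Purified MLL-CXXC (added from a 7 uM solution) was preincubated 5 min at ambient with pinned compounds in 50 mM Tris-HCl pH 7.5, 50 mM NaCl, 1 mM DTT, 0.05% BSA. Fluorescein-labeled HOX-A9 DNA (50 nM solution) followed, 30 min, then polarization read.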
# FLuc modulator: counter-screen for miR-21 project: firefly luciferase inhibitors or activators | P08659 | purified FLuc, Km substrates, luminescence inhibition | Potency, µM (highest dose often 57.5 µM), for the others: at the highest dose activity change, negative = inhibition, hits mostly inhibitors | 6.9% of 360,000 active;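 also: plate controls were vehicle for no effect and reference inhibitor for full effect; nearly all actives have a fitted effect of over 55% in size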
# Target sequence (P08659 whole entry, looked up): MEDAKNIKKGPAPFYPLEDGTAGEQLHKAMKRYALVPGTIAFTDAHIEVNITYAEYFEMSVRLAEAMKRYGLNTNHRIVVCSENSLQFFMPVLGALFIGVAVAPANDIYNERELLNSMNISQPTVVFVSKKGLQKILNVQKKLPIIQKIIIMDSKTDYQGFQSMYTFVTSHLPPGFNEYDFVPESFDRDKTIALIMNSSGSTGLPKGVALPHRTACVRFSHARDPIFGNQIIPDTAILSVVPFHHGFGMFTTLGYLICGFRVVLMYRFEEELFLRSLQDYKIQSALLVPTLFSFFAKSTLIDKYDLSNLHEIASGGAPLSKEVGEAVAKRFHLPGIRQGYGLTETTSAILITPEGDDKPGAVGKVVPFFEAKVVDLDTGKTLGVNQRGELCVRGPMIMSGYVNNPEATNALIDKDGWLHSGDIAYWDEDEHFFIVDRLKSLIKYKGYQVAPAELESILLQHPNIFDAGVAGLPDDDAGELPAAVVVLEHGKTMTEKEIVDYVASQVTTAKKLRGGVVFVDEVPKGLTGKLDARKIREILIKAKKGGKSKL
#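 Purified P. pyralis luciferase (10nM final) with 10uM D-luciferin and 10uM ATP (Km levels) in 50mM Tris acetate pH 7.5, 10mM Mg acetate, 0.01% Tween-20, 0.05% BSA; qHTS 6-point titration, ~60 µM downward; luminescence read.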
# BRCA1 expr act: increases BRCA1 expression; MCF7-BRCA1-FFLuc reporter, luminescence, 48 h; response scale: scaled: vehicle 0%, 10 µM genistein 100%; Potency, µM (top dose mostly 46.1 µM), without a hit: at the top dose activation, actives largely listed as activators; 1.1% of 380,000 active; also: nearly all actives have a fitted effect of over 80% in size; some results filed as inactive show a strong effect at the top dose
#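 Activators of BRCA1 expression were detected as increased firefly luciferase luminescence in engineered MCF7 cells after 48 h compound incubation. Signals were scaled to genistein 10 microM as full activation.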
# Rab9 promoter act: activators of Rab9 promoter | Potency, µM (titrated, usually from 9.22 µM), for the others: at the highest dose activation, negative = inhibition, actives largely listed as activators | 2.8% of 320,000 active | Huh7 Rab9 promoter-luciferase reporter, luminescence, 24 h | AID 485297; also: % of control where 0% means no effect; nearly all actives have a fitted effect of over 60% in size
#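 Cells were plated at 1500 per well in reduced-serum medium with 10% FBS and left 2 h. Compound in DMSO was then added for 24 h at 37 °C. Reporter signal was read by luminescence after 10 min with luciferase detection reagent.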
# ELG1 genotoxic: induces genotoxicity in HEK293T cells with luciferase-tagged ELG1; HEK293T ELG1-luciferase reporter, luminescence, 16 h; Potency, µM (doses to about 46 µM), for the others: at the highest dose activity change, positive = activation, hits mostly activators; 1.3% of 330,000 active; AID 504466; also: % of control where 0% means no effect; nearly all actives have a fitted effect of over 60% in size
#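 HEK293T cells expressing luciferase-tagged ELG1 were exposed to compound or DMSO vehicle for 16 hr at 37 °C and 5% CO2. Luciferase activity was then measured with ONE-Glo after 30 min at room temperature.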
# p53 reactivation: restores transcriptional activity of mutant p53; Potency, µM (series often up to 92.2 µM), for inactives: at the top dose activity change, positive = activation, most hits filed as activators; 0.063% of 320,000 active; H1299 p53-A138V BP100-luciferase reporter, luminescence, 24 h; also: % of control where 0% means no effect; nearly all actives have a fitted effect of over 45% in size
#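 p53-null H1299 cells stably carrying temperature-sensitive p53-A138V and a BP100-luciferase reporter were pinned with compounds (4-point, 1:5 series) and held 24 hrs at 37 deg C. Luminescence was read 10 min after detection reagent.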
# RORg inh: ROR gamma (mouse) transcription inhibition. 5.4% of 310,000 active. Drosophila S2 Gal4-RORgamma UAS-luciferase reporter, 20 h. P51450. Potency, µM (titrated, usually from 53.6 µM), without a hit: at the top dose activity change, negative = inhibition, usual class: inhibitors; also: % is scaled to controls: 0 for no effect and ±100 for the full control effect; nearly all actives have a fitted effect of over 60% in size
# Target sequence (P51450 whole entry, looked up, the tested form may be a part): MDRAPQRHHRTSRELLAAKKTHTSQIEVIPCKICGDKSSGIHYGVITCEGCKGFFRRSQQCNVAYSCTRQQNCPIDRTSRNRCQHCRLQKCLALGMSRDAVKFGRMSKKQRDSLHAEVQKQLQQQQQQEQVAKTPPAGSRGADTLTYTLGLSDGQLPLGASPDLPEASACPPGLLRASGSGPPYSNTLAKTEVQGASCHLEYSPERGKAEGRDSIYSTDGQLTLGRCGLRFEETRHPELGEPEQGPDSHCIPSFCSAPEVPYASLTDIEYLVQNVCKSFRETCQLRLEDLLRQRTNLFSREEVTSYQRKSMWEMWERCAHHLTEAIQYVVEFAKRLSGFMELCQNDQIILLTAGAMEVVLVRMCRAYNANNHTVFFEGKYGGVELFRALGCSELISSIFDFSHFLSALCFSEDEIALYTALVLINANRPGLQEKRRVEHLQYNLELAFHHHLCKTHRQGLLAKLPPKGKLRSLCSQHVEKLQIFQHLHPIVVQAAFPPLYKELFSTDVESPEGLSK
#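 ROR gamma transcriptional activity was tracked as Gal4-UAS luciferase output in stably transfected Drosophila Schneider cells, with compound added 1 hr before 700 uM copper sulfate induction and a 20 hr ambient-temperature incubation.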
# The depositor's hits bear a star; ? = inconclusive; / = no result given; & = joins results of further samples; [ ] = remark or other dose. Unless noted, calls follow the shape of the dose curve; as a rule, active = well fitted curve in the direction sought with a large enough effect; inconclusive = small, poorly fitted or top-dose-only effect, or another doubt; inactive = no such curve, though single readings can be large; an effect the other way counts as inactive or inconclusive. Potency is read from the fitted curve at half-maximal effect.
SMILES	NPC1 prom act	Gal4-VP16 FLuc	uPA surface inh	MBNL1-CUG inh	CXXC DNA block	FLuc modulator	BRCA1 expr act	Rab9 promoter act	ELG1 genotoxic	p53 reactivation	RORg inh
COC1=CC=C2[C@H]3Cc4ccc(OC)c5c4[C@@]2(CCN3C)[C@H]1O5	9%	8%&16%	-4%	12%	20%[51.4 µM]	-1%	-29%	-5%	3%	-1%	10%&-1%
C=C1N2CCC(CC2)C1(O)c1ccc(C)cc1 (configuration not stated)	0%	-4%	1%	-2%	6%	-2%	12%	-4%	0%	-3%	1%
Cc1ccc(C(=O)COC(=O)Cc2ccccc2)cc1	2%	3%	4%	0%	?	0.95µM*	24%	0%	?	?	12%
CCCNC(=O)N1[C@H]2CC[C@@H]1C(C(=O)OC)=C(c1cccc(C#N)c1)C2	-5%	/	-12%	/	/	3%	-5%	-2%	-1%	-7%	/
Cc1ccc(-n2c(-c3cccs3)nc3ccccc3c2=O)cc1	-2%	-12%	5%	4%	5%	-1%	-22%	3%	-2%	-16%	22%
Cn1c(O)c(C=NC2CC(C)(C)NC(C)(C)C2)c(=O)n(C)c1=O	0%	5%	4%	-8%	-18%	1%	-1%	0%	1%	-15%	-2%
O=S(=O)(NC1CCCCCCC1)OCC(Cl)(Cl)Cl	1%	-6%	5%	6%	2%	-1%	-7%	2%	-5%	/	-17%
C=CCN1C(=O)C2(C(C(=O)OCC)=C(N)Oc3ccccc32)C2=C1CCCC2=O (configuration not stated)	1%	7%	1%	12%	-1%	-1%	2%	1%	-1%	-1%	1%

# Additional entries follow.
SMILES	NPC1 prom act	Gal4-VP16 FLuc	uPA surface inh	MBNL1-CUG inh	CXXC DNA block	FLuc modulator	BRCA1 expr act	Rab9 promoter act	ELG1 genotoxic	p53 reactivation	RORg inh
C=CCn1c(O)c(C=NC2CCN(Cc3ccccc3)CC2)c(=O)[nH]c1=O	0%	2%	0%	-3%	5%	0%	-8%	-1%	-2%	-2%	0%
COc1cccc(C2CCN(CC(=O)Nc3cc(Cl)ccc3OC)CC2O)c1 (configuration not stated)	-4%	?	-7%	-10%	-14%	-2%	-13%	-5%[1.84 µM]	-7%	-3%	-12%
COc1ccc(-n2c(/C=C3/C(=O)Nc4ccccc43)nc3ccccc3c2=O)cc1	0%	-8%	1%	1%	5%	2%	-39%	4%	-6%	-2%	-8%
Cc1cc(-c2ccccc2)cc(-c2ccccc2)[n+]1CCc1ccccc1	-34%[inhibitor]	/	-84%	/	/	2%	-47%	-37%[inhibitor]	-8%	-5%	/
COc1cc2[nH]c(C(=O)N3CCC4(CC3)OCCO4)cc2c(OC)c1OC	-2%	5%	4%	-4%	2%	-18%	-24%	7%	?	0%	-22%
Brc1cc2c(cc1CN1CCN(c3ccccc3)CC1)OCCO2	2%	11%	3%	-1%	-17%	-1%	24%	-3%	-6%	5%	12%
Cc1ccc(CNCCc2ccccc2F)cc1	5%	4%	3%	/	-3%	-7%	44%	1%	1%	3%	-1%
COc1ccc(C(CC(=O)N2CCC3(CC2)OCCO3)NS(=O)(=O)c2ccc(OC)cc2)cc1 (configuration not stated)	8%	1%	2%	-12%	2%	-2%	-16%	0%	1%	2%	32%

# Additional structures
SMILES	NPC1 prom act	Gal4-VP16 FLuc	uPA surface inh	MBNL1-CUG inh	CXXC DNA block	FLuc modulator	BRCA1 expr act	Rab9 promoter act	ELG1 genotoxic	p53 reactivation	RORg inh
CC(C)(C)NC(=O)Cn1cc(C(=O)c2ccccc2F)c2ccccc21	2%	7%	4%	6%	3%	-1%	-8%	1%	-3%	4%	10%
CCC1(CC)C(=O)NC(=Nc2cccc(C(F)(F)F)c2)NC1=O	-1%	?	/	?	3%	0%	0%	4%	-15%	-11%	-110%
Cc1cc(Cl)ccc1OC(C)C(=O)O (configuration not stated)	-4%	-3%	22%	-4%	0%	-17%	1%	6%	1%	7%	21%
COCCNC(=O)c1c(N)n(CCC(C)C)c2nc3ccccc3nc12	-2%	0%	8%	?	1%	-2%	-72%	4%	-9%	-2%	0%
Cc1nc2ccccc2c(=O)n1-c1ccc(Br)cc1[N+](=O)[O-]	-4%	2%	4%	?	-12%	0%	2%	-11%	-3%	?	-19%
Cc1ccc(C(=O)N[C@@H](C)CN2C3=NC[C@H](Cc4ccccc4)N3C[C@H]2Cc2ccc(O)cc2)cc1Br	-5%	-1%	?	-18%	?	1%	-22%	2%	-9%	2%	-5%
COc1cc(CN=C(C)c2c(O)n(C3CCCCC3)c(=O)[nH]c2=O)cc(OC)c1	-3%	-7%	-4%	/	3%	0%	-52%	-4%	-9%	-7%	16%
COc1ccc(OC)c(/C=N/OC(=O)Nc2ccc(Cl)cc2)c1	-5%	22%	-26%	28%	25%	?	-3%	-10%	1%	4%	-19%

# Next section
SMILES	NPC1 prom act	Gal4-VP16 FLuc	uPA surface inh	MBNL1-CUG inh	CXXC DNA block	FLuc modulator	BRCA1 expr act	Rab9 promoter act	ELG1 genotoxic	p53 reactivation	RORg inh
COc1ccc(C[C@H]2CN3C(=NC[C@@H]3C(C)C)N2CCNC(=O)c2ccc(C)c(Br)c2)cc1	3%	-12%	?	-22%	24%	-3%	-70%	0%	-11%	0%	-21%
O=C(CN1CC=C(c2ccccc2)CC1)NC(=O)NCc1ccccc1	-2%	11%	-2%	5%	3%	4%	2%	-2%	0%	1%	-23%
Cc1c2ccncc2c(C)c2c1[nH]c1ccccc12	-42%[inhibitor][46.1 µM]	5.6µM*	0.89µM*	?	?	-5%	-5%	-41%[inhibitor][46.1 µM]	0%	-5%	10µM*
Cc1cnc(-n2c(=S)[nH]c3ccccc3c2=O)s1	1%	/	-9%	/	/	/	-35%	5%	8%	2%	/
N#Cc1ccccc1Cn1cc(C(=O)c2cccs2)c2ccccc21	-5%	0%	1%	5%	8%	-4%	-12%	-2%	0%	-2%	?
COc1cc(CC(C)N)c(OC)cc1I (configuration not stated)	13%[46.1 µM]	/	-1%	/	-2%	/	21%	-7%[46.1 µM]	/	/	/
O=C(CNC(=O)c1ccccc1)NCC(=O)OCC(=O)c1ccc([N+](=O)[O-])cc1	-1%	-24%	-2%	?	-3%	-2%	-17%	4%	-2%	-7%	-1%
Cn1c(O)c(C=NC2CC3CCC2(C)C3(C)C)c(=O)[nH]c1=O (configuration not stated)	2%	0%	-13%	-4%	1%	?	-11%	4%	-2%	0%	-21%
COc1ccc(CC(C)NCCC(c2ccccc2)c2ccccc2)cc1 (configuration not stated)	3%	/	15%	-7%	?	3%	-75%	-2%	-12%	/	/
C=CCn1c(O)c(C(CC)=NCc2ccc3c(c2)OCO3)c(=O)[nH]c1=O	-8%	3%	-1%	-4%	-3%	-1%	2%	-7%	?	-6%	-2%
CCC(=NCCC(c1ccccc1)c1ccccc1)c1c(O)n(C)c(=O)n(C)c1=O	-4%	2%	2%	-9%	1%	10%	-55%	-6%	-5%	1%	15%

# Entries listed so far containing four or more nitrogen atoms (five):
SMILES	NPC1 prom act	Gal4-VP16 FLuc	uPA surface inh	MBNL1-CUG inh	CXXC DNA block	FLuc modulator	BRCA1 expr act	Rab9 promoter act	ELG1 genotoxic	p53 reactivation	RORg inh
Cn1c(O)c(C=NC2CC(C)(C)NC(C)(C)C2)c(=O)n(C)c1=O	0%	5%	4%	-8%	-18%	1%	-1%	0%	1%	-15%	-2%
C=CCn1c(O)c(C=NC2CCN(Cc3ccccc3)CC2)c(=O)[nH]c1=O	0%	2%	0%	-3%	5%	0%	-8%	-1%	-2%	-2%	0%
COCCNC(=O)c1c(N)n(CCC(C)C)c2nc3ccccc3nc12	-2%	0%	8%	?	1%	-2%	-72%	4%	-9%	-2%	0%
Cc1ccc(C(=O)N[C@@H](C)CN2C3=NC[C@H](Cc4ccccc4)N3C[C@H]2Cc2ccc(O)cc2)cc1Br	-5%	-1%	?	-18%	?	1%	-22%	2%	-9%	2%	-5%
COc1ccc(C[C@H]2CN3C(=NC[C@@H]3C(C)C)N2CCNC(=O)c2ccc(C)c(Br)c2)cc1	3%	-12%	?	-22%	24%	-3%	-70%	0%	-11%	0%	-21%

# An excerpt; count on the stated rates, not on these rows.
